USP17 block: inhibitors of human USP17 deubiquitinase; 47,000 compounds, 6.5% hits; Ubiquitin carboxyl-terminal hydrolase 17-like protein 5 (Homo sapiens), A8MUK1; inhibition, % at 50 µM; AID 1645855, 2021; purified USP17, Ub-rhodamine cleavage fluorescence, 3 h
USP30 inh: inhibitors of human USP30 deubiquitinase; Ubiquitin carboxyl-terminal hydrolase 30 (Homo sapiens), Q70CQ3; purified USP30, Ub-rhodamine cleavage fluorescence; inhibition, % at 25 µM; 47,000 compounds, 5.3% hits
USP28 block: inhibitors of human USP28 deubiquitinase; AID 1645857, 2021; 47,000 compounds, 3% hits; purified USP28, Ub-rhodamine cleavage fluorescence, 30 min; inhibition, % at 25 µM
UCHL1 inh: inhibitors of human UCHL1 deubiquitinase; purified UCHL1, Ub-rhodamine cleavage fluorescence; inhibition, % at 20 µM; 47,000 compounds, 0.2% hits
USP8 inh: inhibitors of human USP8 deubiquitinase | purified USP8, Ub-rhodamine cleavage fluorescence, 30 min | 47,000 compounds, 4.2% hits | inhibition, % at 20 µM | AID 1645853, 2021
Target sequence (P40818 whole entry, looked up): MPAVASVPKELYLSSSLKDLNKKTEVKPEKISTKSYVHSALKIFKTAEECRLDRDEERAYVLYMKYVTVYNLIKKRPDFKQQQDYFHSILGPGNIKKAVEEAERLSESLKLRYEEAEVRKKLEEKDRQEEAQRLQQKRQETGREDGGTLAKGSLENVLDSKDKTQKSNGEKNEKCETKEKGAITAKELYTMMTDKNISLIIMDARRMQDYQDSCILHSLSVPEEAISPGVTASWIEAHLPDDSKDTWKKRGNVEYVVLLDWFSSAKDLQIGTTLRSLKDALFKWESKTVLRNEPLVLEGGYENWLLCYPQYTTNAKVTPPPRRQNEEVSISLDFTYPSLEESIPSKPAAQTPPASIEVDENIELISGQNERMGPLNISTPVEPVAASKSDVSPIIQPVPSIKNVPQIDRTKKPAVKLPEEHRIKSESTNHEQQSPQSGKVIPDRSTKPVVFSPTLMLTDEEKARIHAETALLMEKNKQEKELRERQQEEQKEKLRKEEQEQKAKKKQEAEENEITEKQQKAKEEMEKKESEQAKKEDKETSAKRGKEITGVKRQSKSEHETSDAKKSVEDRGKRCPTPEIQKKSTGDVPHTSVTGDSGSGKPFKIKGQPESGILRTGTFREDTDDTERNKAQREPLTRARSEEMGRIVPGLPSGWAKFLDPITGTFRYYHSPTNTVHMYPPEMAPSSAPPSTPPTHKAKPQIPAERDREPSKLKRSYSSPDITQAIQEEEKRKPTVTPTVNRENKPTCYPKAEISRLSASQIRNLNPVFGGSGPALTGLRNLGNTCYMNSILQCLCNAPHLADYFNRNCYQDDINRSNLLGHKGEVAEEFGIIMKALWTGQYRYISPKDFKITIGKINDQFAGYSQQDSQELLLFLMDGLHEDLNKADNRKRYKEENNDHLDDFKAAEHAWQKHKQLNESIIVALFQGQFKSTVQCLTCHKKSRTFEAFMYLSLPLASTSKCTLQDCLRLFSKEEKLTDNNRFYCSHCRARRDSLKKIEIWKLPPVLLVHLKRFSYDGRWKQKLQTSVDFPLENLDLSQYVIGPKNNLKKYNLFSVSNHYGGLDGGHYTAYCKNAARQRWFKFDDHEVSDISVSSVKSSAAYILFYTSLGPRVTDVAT
USP7 inh: inhibitors of human USP7 deubiquitinase. Ubiquitin carboxyl-terminal hydrolase 7 (Homo sapiens), Q93009. purified USP7, Ub-rhodamine cleavage fluorescence. inhibition, % at 20 µM. 47,000 compounds, 0.3% hits
USP10 block: inhibitors of human USP10 deubiquitinase | purified USP10, Ub-rhodamine fluorescence, 60 min | inhibition, % at 20 µM | 47,000 compounds, 1.1% hits
OTUD3 inh: inhibitors of human OTUD3 deubiquitinase | 47,000 compounds, 0.7% hits | OTU domain-containing protein 3 (Homo sapiens), Q5T2D3 | inhibition, % at 25 µM | purified OTUD3, Ub-rhodamine fluorescence, 2 h
Active calls of the source: *; i = inactive; . = not tested or not shown. Rule as the data show it: active = inhibition above about 30%; inactive = the rest.

SMILES	USP17 block	USP30 inh	USP28 block	UCHL1 inh	USP8 inh	USP7 inh	USP10 block	OTUD3 inh
COC(=O)c1sccc1OS(=O)(=O)c1cc([N+](=O)[O-])ccc1C	-9	10	18	2	-146	-15	2	-1
Cc1c(C(=O)N2CCCC2)nnn1-c1cccc2c1CCN(c1ccc(C#N)cn1)C2	-5	2	-1	2	0	-48	4	-3
CCCN1CCN(C(=O)c2[nH]nc3c2COc2ccccc2-3)CC1	-7	10	9	1	1	2	0	11
Cc1ccc(C2C(C(=O)c3cc4ccccc4o3)=C(O)C(=O)N2CCN2CCOCC2)o1 (stereo unspecified)	-39	-86	-43	-9	-81	-7	-10	-33
Cc1ccc(N=Cc2sc(O)c3ccccc23)c(C)c1	-178	i	-243	-166	-292	-144	-10	-212
COc1ccc2[nH]c3c(c2c1)CCN1C(=O)N([C@@H](C)C(=O)NCc2ccccc2OC)C(=O)[C@]31C	-8	-27	-3	-1	-4	-1	-2	-12
N#Cc1ccc(NC(=O)CCC(=O)N(c2ccccc2)c2ccccc2)cc1	19	1	-7	-3	-67	-11	0	-2
Cc1ccc(Cn2ncc3c2NC(=O)CC32C(=O)Nc3ccc(F)cc32)cc1 (stereo unspecified)	11	.	.	2	1	1	2	1
COc1ccc(C)cc1-n1c(SCC(C)=O)nc2ccccc2c1=O	6	-43	4	3	9	-1	1	4
Cc1ccc(C(=O)N2CCn3c(nnc3C(C)C)C2)cc1F	-2	11	1	0	-2	9	1	2
N#Cc1ccccc1NC(=O)C1CN(C(=O)c2ccc3c(c2)OCO3)C1	-2	0	-1	-1	0	1	2	1
CCOC(=O)CNC(=O)CSc1nnc(-c2c[nH]c3ccccc23)n1-c1cccc(OC)c1	-11	-8	-9	0	8	0	3	-4
O=S(=O)(NC1CCCCC1)c1cnc[nH]1	14	26	7	0	2	.	0	9
O=S(=O)(c1cc(-c2nnc(C3CCCC3)o2)co1)N1CCCC1	-7	-11	0	1	-6	-2	-3	5
Cc1ccc(-c2[nH]c3[nH]c(=O)[nH]c(=O)c3c2C2C(=O)N(C)c3ccccc32)cc1 (stereo unspecified)	0	-16	-6	2	-44	2	9	-17
COc1ccc(C2c3c(C)nn(-c4ccccc4)c3N=C3C(=O)Nc4ccccc4N32)cc1 (stereo unspecified)	-15	-36	-9	2	-4	3	-7	-8
Cc1noc(-c2ccc(-n3cnc(C(=O)NCc4ccccc4C)c3)nc2)n1	14	9	14	3	20	3	1	21
Cc1cc(C(=O)NCc2cccc([C@@H]3NC(=O)N[C@H]4OCCC[C@H]43)c2)on1	1	14	10	0	-3	2	1	9
Cc1nc(C)n(CC2CCCCN2Cc2ccc(F)cc2C#N)n1 (stereo unspecified)	-3	-6	-7	-4	-4	0	-1	-1
O=C(Nc1ccccc1)N1CCCC2(CCCN2Cc2ccc(Cl)cc2)C1 (stereo unspecified)	-20	-41	-16	1	-3	-1	-4	-6
CS(=O)(=O)N(Cc1nc(-c2ccc3c(c2)OCCO3)no1)Cc1ccccc1F	1	9	12	9	15	-5	0	17
COc1cc(-c2nc(C(N)=O)c3[nH]c(=O)n(-c4ccc(C)cc4)c3n2)cc(OC)c1OC	75*	45*	14	8	0	10	1	17
CC1Oc2ccccc2N(Cc2nc(-c3ccccc3)no2)C1=O (stereo unspecified)	40*	3	7	0	-1	1	6	9
Nc1ncnc(N2CC(=O)N(CCc3ccccc3)C(=O)C2)c1[N+](=O)[O-]	-155	i	-221	-58	-64	-68	-3	-162
Cc1cc(OCC(=O)Nc2ccccc2C)nc(N2CCCCCC2)n1	28	36*	21	2	26	-4	-1	22
O=C(c1nccc2ccccc12)N1CCC(c2nccnc2-c2ncc[nH]2)CC1	7	24	15	1	20	3	0	12
COc1ccc(-c2c(C)noc2C)cc1S(=O)(=O)NC1CCCC1	-10	-3	0	0	-9	-38	-2	-3
Cn1nc(-c2ccccc2)c(C#N)c1Sc1ccc(C(C)(C)C)cc1	2	11	13	5	-2	12	3	9
CCC(=O)N1c2ccccc2NC2=C(C(=O)CC(c3ccccc3OCc3ccccc3)C2)C1c1ccccc1 (stereo unspecified)	36*	61*	9	4	23	14	28	15
Fc1ccc(Nc2ncnc(-n3cccc3)n2)cc1	-4	0	-13	0	8	0	3	-7
Cc1nc(SCc2cccc(C(=O)O)c2)nc(N2CCOCC2)c1C	12	7	8	1	21	4	1	9
COc1cccc(-n2c(=O)[nH]c3c(C(N)=O)nc(-c4ccccn4)nc32)c1	2	8	4	1	-282	2	-9	18
O=C(c1nnn(-c2ccc(F)cc2)c1-c1ccncc1)N1CCSCC1	-4	11	2	-3	-27	0	1	0
CNc1cc(C2CCCN2C(=O)c2ccc(C(C)C)[nH]c2=O)ccn1 (stereo unspecified)	-6	.	.	0	0	2	0	1
Cc1ccc(Cn2c(=O)c3cnc(-c4ccncc4)nc3n(C)c2=O)cc1	-38	.	.	-26	-22	-29	-4	1
COc1ccc(OCCN(C)Cc2c([C@@H]3CCCO3)[nH]c3ncccc23)cc1	6	21	10	5	24	5	1	12
O=S(=O)(C1CC1)N1CCC(n2cnnc2-c2ccccc2)CC1	13	24	-1	2	9	5	-3	7
Cc1oc(CNS(=O)(=O)c2cccc(Cl)c2C)nc1C(=O)N1CCCC1	-3	1	-2	-1	-15	1	1	-5
Cc1ccccc1OCCC(=O)N1CCc2nnc(C3CCN(C)CC3)n2CC1	12	17	2	2	12	4	1	21
COc1ccc(Cn2c(SCC(=O)Nc3cc(C)[nH]n3)nc3nccnc3c2=O)cc1	48*	49*	17	2	3	5	0	7
COc1ccc(C(=O)Nc2ccc(-c3cn4ccsc4n3)cc2)cc1[N+](=O)[O-]	8	0	10	5	23	9	6	7
CCn1cc(C(=O)OCC(=O)Nc2cc(F)ccc2F)c(=O)c2ccc(C)nc21	6	5	0	1	11	8	11	6
O=C(Nc1ccc2c(c1)CCC2)c1cc2ccccc2oc1=O	13	12	0	2	2	.	2	3
CCCN1CCN(C(=O)CN2C(=O)C3CCCN3C(=O)c3cc(F)ccc32)CC1 (stereo unspecified)	4	3	-1	-4	-2	-1	-5	0
Cc1noc(C)c1NC(=O)NC(=O)c1c(F)cccc1F	8	21	4	1	2	3	-2	4
O=C(CSc1nccn1Cc1ccccc1)c1c[nH]c2ccccc12	-37	-184	-71	-10	-37	-40	-10	-57
COc1ccc(CN(Cc2ccc3c(c2)CCO3)C2CC2)cc1	-100	4	0	0	12	4	-2	9
COc1cccc(CNC(=O)CN2C(=O)[C@@H]3CCCN3c3ncccc32)c1	11	-14	0	-1	15	2	-4	0
COc1cc2cc(C(=O)NCC(=O)Nc3nc4ccccc4s3)n(C)c2cc1OC	33*	19	5	5	3	8	-6	4
COc1ccc(C(=O)O)cc1S(=O)(=O)N(C)CCc1cccnc1	3	24	12	-1	3	5	1	16
COc1ccc(C(=O)N2CCC(c3nc(-c4ccccc4)no3)CC2)cc1	14	16	17	0	18	0	1	11
Cc1cc(C2CCCCN2C(=O)c2ccn[nH]2)nc2nccn12 (stereo unspecified)	-7	-17	-4	-1	-7	1	-2	-1
O=c1[nH]c(=O)n(Cc2ccco2)c2c1CN(C1CCCCC1)CN2	13	-29	-16	14	-7	-1	1	-5
Nc1ccc(Oc2cccnc2)nc1	-204	i	-251	-145	-18	-119	-6	-189
CC(C)c1cc(C(=O)N2CCOCC2)c(NC(=O)c2cccc(Oc3ccccc3)c2)s1	-10	-14	-1	-1	-11	-10	-4	-4
Cc1ccc(NC(=O)CN2CCC(Cc3ccccc3)CC2)cc1Cl	-12	6	-14	0	-33	6	6	-4
CCOc1cc(C2C3=C(CC(c4ccc(OC)cc4)CC3=O)Nc3ccccc3N2C(=O)C(F)(F)F)ccc1OCc1ccc(Cl)cc1 (stereo unspecified)	-1	-3	0	4	14	12	0	-3
Cc1nccc(C2CCCN(C(=O)Cc3c(C)n[nH]c3C)C2)n1 (stereo unspecified)	1	-13	-9	-2	3	3	-2	-6
O=C(CCC(=O)N1Cc2cccn2-c2ccccc21)NCc1ccc2c(c1)OCO2	-14	-30	3	1	-13	-3	0	-7
Cc1cc(C(F)(F)F)n2nc(C(=O)N3CCn4nc(C)nc4C3)cc2n1	0	-4	-9	-2	0	-1	1	-3

Fetched by compound from the entries so far:
SMILES	USP17 block	USP30 inh	USP28 block	UCHL1 inh	USP8 inh	USP7 inh	USP10 block	OTUD3 inh
Cc1cc(C2CCCCN2C(=O)c2ccn[nH]2)nc2nccn12 (stereo unspecified)	-7	-17	-4	-1	-7	1	-2	-1
CC(C)c1cc(C(=O)N2CCOCC2)c(NC(=O)c2cccc(Oc3ccccc3)c2)s1	-10	-14	-1	-1	-11	-10	-4	-4

(continued)
SMILES	USP17 block	USP30 inh	USP28 block	UCHL1 inh	USP8 inh	USP7 inh	USP10 block	OTUD3 inh
Cc1ccccc1CCNC(=O)c1cccn(CC(=O)N(C)C2CCCCC2)c1=O	0	2	11	0	-1	-21	-6	9
Cc1cnc2nc3c(cc2c1)CN(S(=O)(=O)c1cc(F)ccc1C)CC3	-167	i	-225	-41	-279	-34	-2	-230
CC(C)CC(=O)Oc1cn(CCCN2CCCC2=O)c2nc(CC(C)C)n3c4ccccc4nc3c12	.	-398	-106	-22	-36	-27	-5	-92
Clc1ccccc1CN1CCC(c2nc(-c3cccnc3)no2)CC1	-6	-10	-5	-1	0	-1	-1	-3
O=C(c1ccc2c(c1)c(=O)oc1ccccc12)N1CCCCC1	-9	-8	-9	-2	-33	-83	0	-4
CCOC(=O)C1CCN(C(=O)C2CCCN2S(=O)(=O)c2ccc(Cl)cc2)CC1 (stereo unspecified)	7	25	12	2	-26	0	0	8
c1csc(CCN2CCC(NC3CCCCCC3)CC2)c1	-6	0	-12	-4	-8	0	-4	0
COc1ccc(S(=O)(=O)N(CC(=O)NCc2ccco2)c2ccc(C)cc2)cc1	14	0	12	5	30*	-11	0	9
COc1cc(C#N)c(NC(=NCc2ccc(F)cc2)SC)cc1OC	53*	48*	35*	5	14	5	-1	8
COc1ccccc1NC1c2ccccc2C(=O)N1Cc1ccccc1Cl (stereo unspecified)	-11	-13	-13	2	0	-2	0	-6
CS(=O)(=O)c1cc(Cl)ccc1CN1CCc2nc3cccnc3cc2C1	-140	i	-198	-57	-125	-58	-7	-194
O=S(=O)(c1ccc(Cl)cc1)c1nc(-c2ccco2)oc1NCc1ccccc1	26	-32	9	-5	19	-83	-8	0
O=C(Nc1cc(C(F)(F)F)ccc1-n1cnc2ccccc21)c1ccc(S(=O)(=O)N2CCCCC2)cc1	8	33*	15	7	25	13	6	7
CCOC(=O)c1cnc2ccc3c[nH][nH]c3c2c1=O	9	20	5	4	30	10	0	8
COc1ccc(CN2CC[C@H]3[C@H]2CCN3C(=O)c2cnn(C)c2)cc1	-14	23	12	5	-173	2	0	17
Cc1cc(F)ccc1S(=O)(=O)Nc1ccc(C(=O)N2CCCCC2)cc1	6	23	7	3	23	3	1	14
CCCCN1CC(C(=O)Nc2ccc(C(=O)Nc3ccc(C)c(Cl)c3)cc2)CC1=O (stereo unspecified)	0	-31	1	0	13	1	-5	-2
COc1ccc2[nH]cc(C3N4CC5(C)CN3CC(C)(C4)C5=O)c2c1 (stereo unspecified)	-6	-11	-7	-2	-7	1	-2	-1
CSCCC(NS(=O)(=O)c1ccccc1C(F)(F)F)c1nnc2ccccn12 (stereo unspecified)	-2	-5	-4	0	3	-1	-1	-3

Among those listed so far, these have a Cl atom:
SMILES	USP17 block	USP30 inh	USP28 block	UCHL1 inh	USP8 inh	USP7 inh	USP10 block	OTUD3 inh
O=C(Nc1ccccc1)N1CCCC2(CCCN2Cc2ccc(Cl)cc2)C1 (stereo unspecified)	-20	-41	-16	1	-3	-1	-4	-6
Cc1oc(CNS(=O)(=O)c2cccc(Cl)c2C)nc1C(=O)N1CCCC1	-3	1	-2	-1	-15	1	1	-5
Cc1ccc(NC(=O)CN2CCC(Cc3ccccc3)CC2)cc1Cl	-12	6	-14	0	-33	6	6	-4
CCOc1cc(C2C3=C(CC(c4ccc(OC)cc4)CC3=O)Nc3ccccc3N2C(=O)C(F)(F)F)ccc1OCc1ccc(Cl)cc1 (stereo unspecified)	-1	-3	0	4	14	12	0	-3
Clc1ccccc1CN1CCC(c2nc(-c3cccnc3)no2)CC1	-6	-10	-5	-1	0	-1	-1	-3
CCOC(=O)C1CCN(C(=O)C2CCCN2S(=O)(=O)c2ccc(Cl)cc2)CC1 (stereo unspecified)	7	25	12	2	-26	0	0	8
COc1ccccc1NC1c2ccccc2C(=O)N1Cc1ccccc1Cl (stereo unspecified)	-11	-13	-13	2	0	-2	0	-6
CS(=O)(=O)c1cc(Cl)ccc1CN1CCc2nc3cccnc3cc2C1	-140	i	-198	-57	-125	-58	-7	-194
O=S(=O)(c1ccc(Cl)cc1)c1nc(-c2ccco2)oc1NCc1ccccc1	26	-32	9	-5	19	-83	-8	0
CCCCN1CC(C(=O)Nc2ccc(C(=O)Nc3ccc(C)c(Cl)c3)cc2)CC1=O (stereo unspecified)	0	-31	1	0	13	1	-5	-2

Assay outcomes (PubChem)
